TGFb inhibitor: qHTS for Inhibitors of TGF-b. HepG2 CAGA-GFP TGF-b/SMAD3 reporter, GFP fluorescence, 18 h; TGF-beta stimulated, 500 pg/mL final. Potency, µM (series often up to 46.1 µM), for inactives: top-dose activity, negative = inhibition, hits mostly inhibitors. 410,000 tested, 1.2% active. AID 588855, 2011; note: potency is the fitted concentration of half-maximal effect; % is set by controls: 0 for no effect and ±100 for the full control effect; nearly all actives have a fitted effect of over 65% in size
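Inhibition of TGF-beta-driven CAGA-GFP reporter expression in HEPG2 cells is measured by cellular GFP fluorescence after 18 h stimulation with 500 pg/mL recombinant TGF-beta in 1% FBS medium at 37 degrees C.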
EPAC2 agonist: qHTS for Agonist of cAMP-regulated guanine nucleotide exchange factor 4 (EPAC2): primary screen | 360,000 tested, 0.079% active | AID 720711, 2013 | EPAC2 activation, biochemical qHTS; response scale: 100% = 6.5 mM cAMP response | Potency, µM (titrated, usually from 154 µM), for inactives: at the highest dose activation, actives largely listed as activators; note: potency is the fitted concentration of half-maximal effect; nearly all actives have a fitted effect of over 50% in size
Target sequence (Q8WZA2 whole entry, looked up): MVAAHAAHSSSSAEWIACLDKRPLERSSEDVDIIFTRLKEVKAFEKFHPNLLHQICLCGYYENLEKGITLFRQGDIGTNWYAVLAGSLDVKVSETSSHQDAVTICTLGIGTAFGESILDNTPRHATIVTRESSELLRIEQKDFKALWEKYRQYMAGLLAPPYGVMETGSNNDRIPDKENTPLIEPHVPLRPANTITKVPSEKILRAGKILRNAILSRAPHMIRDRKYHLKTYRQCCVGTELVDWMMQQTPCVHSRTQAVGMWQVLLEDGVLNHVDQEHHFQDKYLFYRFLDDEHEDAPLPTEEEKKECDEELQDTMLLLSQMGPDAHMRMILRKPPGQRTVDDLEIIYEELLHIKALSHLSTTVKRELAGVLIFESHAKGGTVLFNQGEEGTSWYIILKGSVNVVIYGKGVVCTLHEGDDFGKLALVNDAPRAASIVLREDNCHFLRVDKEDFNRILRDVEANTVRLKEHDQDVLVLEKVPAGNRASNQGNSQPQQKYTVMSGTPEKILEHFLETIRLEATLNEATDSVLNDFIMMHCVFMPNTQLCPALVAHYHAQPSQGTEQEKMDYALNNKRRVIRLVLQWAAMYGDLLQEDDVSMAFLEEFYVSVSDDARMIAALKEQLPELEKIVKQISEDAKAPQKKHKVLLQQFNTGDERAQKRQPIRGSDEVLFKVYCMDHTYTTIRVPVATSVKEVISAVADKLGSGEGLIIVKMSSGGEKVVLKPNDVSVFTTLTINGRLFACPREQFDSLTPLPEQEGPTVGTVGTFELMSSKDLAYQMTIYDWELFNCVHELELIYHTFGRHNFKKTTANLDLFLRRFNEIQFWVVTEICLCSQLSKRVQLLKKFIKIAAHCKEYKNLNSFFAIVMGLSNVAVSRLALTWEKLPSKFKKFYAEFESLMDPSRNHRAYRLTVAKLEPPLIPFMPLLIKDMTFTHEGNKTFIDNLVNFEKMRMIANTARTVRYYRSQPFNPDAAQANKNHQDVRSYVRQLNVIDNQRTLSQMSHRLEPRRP
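Nucleotide exchange monitored as fluorescence drop when BODIPY-GDP leaves Rap1B. Reaction: 100 nM EPAC2, 250 nM RAP1B-BODIPY-GDP, 50 uM GDP, room temperature, kinetic read over 30 min. Activity expressed relative to 6.5 mM cAMP.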
A549 viability: Nrf2 qHTS screen for inhibitors: counterscreen for cytotoxicity; AID 504648, 2011; Potency, µM (doses to about 46 µM), without a hit: at the top dose activity change, negative = cytotoxicity, most hits filed as inhibitors; A549 ARE-Fluc cells, CellTiter-Fluor viability, 18-24 h; 390,000 tested, 0.16% active; note: potency is the fitted concentration of half-maximal effect; % is set by controls: 0 for no effect and ±100 for the full control effect
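A549 ARE-Fluc cells in 5% FBS OPTI-MEM, 5000 cells/well, rested 2 h then exposed to compounds in concentration-response for 18-24 h at 37 °C. Viability by CellTiter-Fluor fluorescence (Ex 405/Em 525) after 30 min; luciferase luminescence (BugLite, 15 min, RT) read afterwards.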
ATXN2 expr inh: Primary qHTS for Inhibitors of ATXN expression; HEK-293 ATXN2-luciferase reporter, luminescence, 24 h; 360,000 tested, 0.72% active; Potency, µM (series often up to 57 µM), for the others: top-dose activity change, negative = inhibition, hits mostly inhibitors; AID 1745845, 2022; note: potency is the fitted concentration of half-maximal effect; % is set by controls: 0 for no effect and ±100 for the full control effect; nearly all actives have a fitted effect of over 55% in size
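ATXN2-luciferase reporter cells (luciferase flanked by upstream and downstream ATXN2 gene portions) were treated 24 h at 37 °C with compounds at up to 57 uM. SteadyGlo luminescence gave expression; GF-AFC fluorescence gave viability.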
ATXN viability: Viability Counterscreen for Primary qHTS for Inhibitors of ATXN expression | AID 651635, 2014 | S2 cells (HEK-293 line with an ATXN2-luciferase reporter) viability, CellTiter-Fluor protease fluorescence, 24 h | Potency, µM (series often up to 56.7 µM), most hits filed as cytotoxic | 400,000 tested, 0.49% active; note: potency is the fitted concentration of half-maximal effect; nearly all actives have a fitted effect of over 40% in size
Nrf2 activator: qHTS of Nrf2 Activators. AREc32 ARE-luciferase reporter (MCF7-derived line), luminescence, 24 h. Potency, µM (series often up to 46.1 µM), inactives show at the highest dose activation, most hits filed as activators. AID 624171, 2012. 410,000 tested, 0.31% active; note: potency is the fitted concentration of half-maximal effect; % of control where 0% means no effect; nearly all actives have a fitted effect of over 65% in size
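AREc32 cells carrying an ARE-driven firefly luciferase reporter were seeded at 1000 cells/well in OPTI-MEM with 5% FBS, then exposed to compound for 24 hr at 37 deg C. Luminescence was read with Steady-Glo after 30 min at RT.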
IL-2 act: qHTS of IL-2 Activators. AID 652025, 2013. activation, % (series mostly up to about 46 µM). IL-2 activation reporter assay, cell-based qHTS; stimulated with anti-CD3/CD4/CD28 beads; in transgenic mouse T cells. 360,000 tested, 0.065% active; in the data active = activation above about 50%; inconclusive = mostly about 30% to 49%; note: 0% is about no effect
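Screening format: compound pinned onto unstimulated transgenic mouse T cells, 60 min incubation, then anti-CD3/anti-CD4/anti-CD28 bead stimulation for 18 hours at 37 degrees C, followed by EGFP and DsRed detection.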
HepG2 viability: qHTS for Inhibitors of TGF-b: Cytotox Counterscreen | AID 588856, 2011 | 410,000 tested, 0.76% active | HepG2 CAGA-GFP viability, ATP luminescence, 18 h | Potency, µM (top dose mostly 46.1 µM), without a hit: at the top dose activity change, negative = cytotoxicity, hits mostly cytotoxic; note: potency is the fitted concentration of half-maximal effect; some results filed as inactive show a strong effect at the top dose
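HepG2 CAGA-GFP cells (1000/well, DMEM with 1% FBS) received compound, then TGF-beta at 500 pg/mL final, and were incubated 18 hours at 37 degrees C. Viability was read by CellTiter-Glo luminescence. Media-only wells were set as complete cell-killing and DMSO as no toxicity.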
Nrf2 block: Nrf2 qHTS screen for inhibitors. A549 ARE-Fluc reporter, luciferase luminescence, 18-24 h. Potency, µM (highest dose often 46 µM), for inactives: at the highest dose activity change, negative = inhibition, usual class: inhibitors. 360,000 tested, 2.1% active. AID 504444, 2011; note: potency is the fitted concentration of half-maximal effect; % is set by controls: 0 for no effect and ±100 for the full control effect; nearly all actives have a fitted effect of over 60% in size
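Nrf2 function is reported as luminescence of an ARE-controlled luciferase in A549 cells. Compounds were tested at several concentrations, and a CellTiter-Fluor read on the same wells flagged cytotoxicity.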
Numbers without * were called inactive; i = inactive; ? = inconclusive; . = no result given; [ ] = remark or other dose. Unless noted, calls come from the whole dose curve; as a rule, active = well fitted curve in the direction sought with a large enough effect; inconclusive = small, poorly fitted or top-dose-only effect, or another doubt; inactive = no such curve, though single readings can be large; an effect the other way counts as inactive or inconclusive.

molecule,TGFb inhibitor,EPAC2 agonist,A549 viability,ATXN2 expr inh,ATXN viability,Nrf2 activator,IL-2 act,HepG2 viability,Nrf2 block
CCN(CC(=O)Nc1ccccc1OC)C(=O)CSCc1ccc(C)cc1,-2%,-4%,-1%,4%,i,1.6%,-0.1,-4%,?
COC(=O)[C@]12CCCCC=C1N(CCC1=CCCCC1)C(=O)[C@H](CC(=O)N1CCN(C(=O)C3CC3)CC1)C2,.,-1%,.,-24%,?,1.5%,-0.1,.,.
CN(C)C(CNc1ncnc2sc3c(c12)CCCCC3)c1ccco1 (stereo not drawn),?,6%,-8%,-15%,i,4.9%,-0.8,3%,2%
O=S(=O)(c1ccc(Br)s1)N1CCN(c2cccc(C(F)(F)F)c2)CC1,-19%,.,9%,-10%,i,1.2%,.,3%,-7%[9.27 µM]
CCC(COC)NC(=O)CCc1nnc(Cc2cccc(C(F)(F)F)c2)o1 (stereo not drawn),23%,1%,-10%,73%[activator],i,0.7%,-0.1,-2%,?
C=CCN1C(=O)C(O)(CC(=O)c2ccc(Cl)cc2)c2ccccc21 (stereo not drawn),-12%,4%,-13%,6%,i,20%,-4.2,2%,10%
CNc1nc2c(c(=O)n(C)c(=O)n2C)n1CCCc1ccccc1,-20%,8%,-10%,-18%,?,0.2%,0.0,-24%,?
CC1CC(C)CN(S(=O)(=O)c2ccc(C(=O)NCCCn3ccnc3)cc2)C1 (stereo not drawn),10%,4%,12%,?,i,0.0%,-4.7,8%,-12%
O=C(/C=C/c1ccc(-c2ccccc2)o1)c1ccccc1,16%,3%,-4%,32%,i,11%,-3.6,-4%,11%
Cc1cccc(C)c1N1CCN(C(c2cc3ccccc3o2)c2nnnn2C(C)(C)C)CC1 (stereo not drawn),.,4%,.,4%,?,0.3%,-0.8,.,.
O=C(CSc1nnc(Nc2ccccc2)s1)NCc1ccco1,3%,0%,-3%,3%,i,8.7%,-2.4,0%,1%
CN1CCC(N(C)CC(=O)Nc2cccc(Oc3ccccc3)c2)CC1,?,-5%,3%,-1%,i,-0.1%,-2.3,-12%,4%
Cc1nc2sc(C(=O)Nc3ccc(F)cc3)c(N)c2c(-c2ccc(Br)cc2)c1C(=O)Nc1ccc(Cl)cc1,-6%,.,-8%,-3%,i,0.1%,.,-17%,1%[9.27 µM]
O=C(CSc1nnc2c(n1)[nH]c1ccccc12)Nc1ccc(N2CCOCC2)cc1,-20%,5%,0%,-5%,i,0.0%,-2.7,-8%,1%
Cc1c(NC(=O)CCCCCN2C(=O)c3ccccc3C2=O)c(=O)n(-c2ccccc2)n1C,-27%,2%,12%,0%,i,-0.7%,-1.1,-3%,-20%

Reprinted from the results shown, ten compounds:
molecule,TGFb inhibitor,EPAC2 agonist,A549 viability,ATXN2 expr inh,ATXN viability,Nrf2 activator,IL-2 act,HepG2 viability,Nrf2 block
C=CCN1C(=O)C(O)(CC(=O)c2ccc(Cl)cc2)c2ccccc21 (stereo not drawn),-12%,4%,-13%,6%,i,20%,-4.2,2%,10%
CNc1nc2c(c(=O)n(C)c(=O)n2C)n1CCCc1ccccc1,-20%,8%,-10%,-18%,?,0.2%,0.0,-24%,?
CC1CC(C)CN(S(=O)(=O)c2ccc(C(=O)NCCCn3ccnc3)cc2)C1 (stereo not drawn),10%,4%,12%,?,i,0.0%,-4.7,8%,-12%
O=C(/C=C/c1ccc(-c2ccccc2)o1)c1ccccc1,16%,3%,-4%,32%,i,11%,-3.6,-4%,11%
Cc1cccc(C)c1N1CCN(C(c2cc3ccccc3o2)c2nnnn2C(C)(C)C)CC1 (stereo not drawn),.,4%,.,4%,?,0.3%,-0.8,.,.
O=C(CSc1nnc(Nc2ccccc2)s1)NCc1ccco1,3%,0%,-3%,3%,i,8.7%,-2.4,0%,1%
CN1CCC(N(C)CC(=O)Nc2cccc(Oc3ccccc3)c2)CC1,?,-5%,3%,-1%,i,-0.1%,-2.3,-12%,4%
Cc1nc2sc(C(=O)Nc3ccc(F)cc3)c(N)c2c(-c2ccc(Br)cc2)c1C(=O)Nc1ccc(Cl)cc1,-6%,.,-8%,-3%,i,0.1%,.,-17%,1%[9.27 µM]
O=C(CSc1nnc2c(n1)[nH]c1ccccc12)Nc1ccc(N2CCOCC2)cc1,-20%,5%,0%,-5%,i,0.0%,-2.7,-8%,1%
Cc1c(NC(=O)CCCCCN2C(=O)c3ccccc3C2=O)c(=O)n(-c2ccccc2)n1C,-27%,2%,12%,0%,i,-0.7%,-1.1,-3%,-20%

In a second layout: two of the compounds above
> CCN(CC(=O)Nc1ccccc1OC)C(=O)CSCc1ccc(C)cc1
  TGFb inhibitor = -2%
  EPAC2 agonist = -4%
  A549 viability = -1%
  ATXN2 expr inh = 4%
  ATXN viability = i
  Nrf2 activator = 1.6%
  IL-2 act = -0.1
  HepG2 viability = -4%
  Nrf2 block = ?
> COC(=O)[C@]12CCCCC=C1N(CCC1=CCCCC1)C(=O)[C@H](CC(=O)N1CCN(C(=O)C3CC3)CC1)C2
  TGFb inhibitor = .
  EPAC2 agonist = -1%
  A549 viability = .
  ATXN2 expr inh = -24%
  ATXN viability = ?
  Nrf2 activator = 1.5%
  IL-2 act = -0.1
  HepG2 viability = .
  Nrf2 block = .

The list goes on:
| mol | TGFb inhibitor | EPAC2 agonist | A549 viability | ATXN2 expr inh | ATXN viability | Nrf2 activator | IL-2 act | HepG2 viability | Nrf2 block |
| --- | --- | --- | --- | --- | --- | --- | --- | --- | --- |
| CN(CC(=O)NCc1ccc(F)cc1)Cc1ccc(Br)cc1 | -12% | 9% | 1% | -25% | i | 0.3% | -3.8 | -16% | 7% |
| CC(C(=O)NCc1ccco1)n1nc(-c2ccccc2)c2cc(Cl)ccc21 (stereo not drawn) | 2% | 6% | 0% | -28% | i | 0.4% | -4.8 | 5% | ? |
| CCOc1ccc(NC(=O)c2cc3c(s2)-c2ccccc2OC3)cc1 | 7% | . | -18% | -23% | i | -0.6% | . | -1% | ? |
| Cc1[nH]ccc(=O)c1OC1OC(CO)C(O)C(O)C1O (stereo not drawn) | 1% | 0% | 1% | 2% | i | -0.4% | 0.2 | 3% | -3% |
| O=C(NCc1cccnc1)Nc1cc(Cl)cc(Cl)c1 | -21% | 4% | 0% | 21% | i | 0.2% | -2.9 | -11% | -20% |
| CC(C)(C)c1ccc(CNc2ccc([N+](=O)[O-])cn2)cc1 | 0% | 16% | ? | -27% | ? | 7.3% | -0.4 | -41% | -89% |
| CC(C)N1CCc2c(sc(N)c2C#N)C1 | -8% | -1% | -6%[1.84 µM] | 3% | i | -0.2% | -0.3 | 4% | 5% |
| Cc1ccc(/C=C2\CCCC3=C2NC(=S)NC3c2ccc(C)cc2)cc1 (stereo not drawn) | ? | -8% | 6% | 1% | i | 6.1% | 0.6 | -16% | 26% |
| Cc1cc(-c2onc(C)c2C(=O)N/N=C/c2ccccc2)no1 | 0% | 11% | -7% | -9% | i | -0.5% | 0.2 | -15% | -28% |

Assay outcomes deposited in PubChem by National Center for Advancing Translational Sciences (NCATS).
